High-throughput results deposited in PubChem BioAssay by several laboratories.
human PMI inhibitors: MPI inhibition at elevated mannose 6-phosphate – biochemical, fluorescence intensity, high mannose 6-phosphate, primary screen (AID 1220); recombinant PMI enzyme, coupled fluorescence intensity; higher % means a stronger effect; inhibition, % at 20 µM; hits with a dose series show IC50 in µM; actives 0.66% (n = 190,000)
XIAP displacement: XIAP antagonists, biochemical, IAP family, fluorescence polarization (AID 1018) | XIAP BIR domain, fluorescence polarization peptide displacement; higher % means a stronger effect | actives 0.007% (n = 200,000) | displacement, % at 20 µM; hits with a dose series show IC50 in µM; in the data active = displacement above about 50%; also: a part of the inactive calls stands beside numbers as strong as those of hits
PhoP inhibition: inhibitors of PhoP regulon expression, primary screen, Salmonella Typhimurium, GFP reporter (AID 1863) | S. Typhimurium PhoP-regulated promoter GFP reporter, 4 h; higher % means a stronger effect | inhibition, % at 50 µM, or IC50 in µM where a hit was titrated | actives 0.16% (n = 300,000);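 active = inhibition over 29.93%, a cutoff 3 SD above the screen mean, later confirmed by dose response; inconclusive = inhibition over 29.93% but no dose response follow-up; inactive = inhibition at most 29.93% or unconfirmed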;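 also: 0% = low Mg2+ inducing control and 100% = high Mg2+ repressing control; strong numbers were not always called active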
Myeloid diff MLP: compounds promoting myeloid differentiation | ER-HoxA9 myeloid progenitors, lysozyme-GFP differentiation, flow cytometry | calls only at 10 µM | actives 1% (n = 360,000) | AID 624256;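 active = normalized GFP-positive differentiation at or above the plate's own cutoff, the solvent-only control mean plus 3 SD; inconclusive = no clear call, values can overlap the other calls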;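 also: cells exposed to compound for four days before flow analysis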
Siah-1 displacement: blockers of Siah-1 interaction with plectin peptide – biochemical, fluorescence polarization, rhodamine-plectin, uHTS, primary screen (AID 1817); displacement, % at 20 µM, or IC50 in µM where a hit was titrated; actives 0.02% (n = 290,000); Siah-1 / rhodamine-plectin peptide fluorescence polarization; higher % means a stronger effect;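 active = displacement of at least 50% at 20 µM, with a fluorescence ratio check between 0.3 and a set limit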;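 also: plate controls were Siah plus tracer with DMSO for no effect and tracer alone without Siah for full effect; strong numbers were not always called active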
human PMI inhibition: inhibitors of human PMI, primary screen, biochemical, fluorescence intensity, coupled assay (AID 1209); purified PMI enzyme, coupled fluorescence intensity; higher % means a stronger effect; one-dose inhibition, % at 20 µM; IC50 in µM for titrated hits; actives 0.42% (n = 190,000);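 also: plate controls were DMSO vehicle for no effect and wells lacking substrate for full effect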
WT yeast gro inh: growth inhibition of WT yeast, mitochondrial fusion screen | AID 1362 | mitochondrial fusion phenotypic screen, WT strain | actives 2.1% (n = 190,000) | inhibition, % at 10 µM; in the data active = inhibition above about 58%; tested in S. cerevisiae
RSV antiviral HEp-2: RSV antiviral activity via CPE protection, HEp-2 cells, primary 10 µM value included (AID 2391); HEp-2 cells, RSV-induced CPE inhibition; higher % means a stronger effect; actives 0.13% (n = 310,000); CPE inhibition, % at 10 µM; hits with a dose series show IC50 in µM; in the data active = a potency from the dose series; inconclusive = CPE inhibition mostly from about 23% at the one dose, without a potency; inactive = the rest, 99 in 100 with CPE inhibition below about 21%; also: strong numbers were not always called active
TNAP activators: human TNAP enzyme activators, primary screen, biochemical, luminescent, no phosphate acceptor, uHTS (AID 1001); purified TNAP, luminescent activation assay, no phosphate acceptor; higher activation fold means a stronger effect; activation fold at 20 µM, or EC50 in µM where a hit was titrated; actives 0.03% (n = 200,000); in the data active = activation fold from about 3, or a potency from the dose series; inactive = the rest, 99 in 100 with activation fold below about 1.6; also: many of its hits are not listed in these tables
WT yeast gro inh mutant strain: recorded beside WT yeast gro inh, whose call it bears; inhibition, %; mitochondrial fusion phenotypic screen, mutant strain inhibition
Myeloid diff MLP GFP+ MAC1+ %: second read-out of Myeloid diff MLP, no call of its own (marks repeat the call); GFP+ MAC1+ double positive, %; measured here: differentiation confirmed by MAC1 staining
The depositor's hits bear a star; i = inactive; u = inconclusive; x = not tested or not shown. Rule as the data show it, unless noted: active = inhibition above about 50%; inactive = the rest.

SMILES | human PMI inhibitors | XIAP displacement | PhoP inhibition | Myeloid diff MLP | Myeloid diff MLP GFP+ MAC1+ % | Siah-1 displacement | human PMI inhibition | WT yeast gro inh | WT yeast gro inh mutant strain | RSV antiviral HEp-2 | TNAP activators
COc1cccc(CNS(=O)(=O)c2c(C(=O)N3CCCCCC3)c(C)n(C)c2C)c1 | x | x | -1% | i | 1.5 | 2% | x | x | x | 1.9% | x
CCOC(=O)N1CCN(C(=S)Nc2ccccc2C)CC1 | -13% | -2.7% | 0% | i | 0.4 | 2% | -8% | -8 | 14 | 0.3% | 1.1
N/C(=N\OC(=O)c1ccc(Br)cc1)c1cccc([N+](=O)[O-])c1 | x | x | -7% | i | 0.5 | 14% | x | x | x | 0.4% | x
C=CCn1cc(C(=O)NCc2ccc3c(c2)OCO3)c(=O)c2cc(S(=O)(=O)N(CC)CC)ccc21 | 9% | 2.1% | -4% | i | 1.0 | -3% | 5% | -2 | -12 | x | 1.1
COCCNc1nc(CSc2ccccc2)nc2sc(C)c(C)c12 | 2% | -3.4% | 5% | i | 0.4 | -4% | 18% | 23 | 16 | 19% | 1.2
Cc1cccc(C(=O)NCCCNC(=O)c2cccnc2)c1 | x | x | 2% | i | 0.1 | 7% | x | x | x | 3.6% | x
O=C(N/N=C/c1cccc([N+](=O)[O-])c1)c1ccc(CN2CCOCC2)cc1 | 6% | -8.6% | -1% | i | 0.4 | 0% | 0% | -7 | -2 | 0.1% | 1
Oc1c(Br)cc(Br)cc1/C=N/N1CCN(Cc2ccccc2)CC1 | 5% | 0.4% | 9% | i | 0.7 | 8% | -8% | -3 | 3 | 4.9% | 1.1
O=C(COC(=O)COc1ccc(Nc2ccccc2)cc1)NCc1ccco1 | 23% | -14% | -21% | i | 0.6 | -5% | 12% | 11 | 3 | -1.1% | 1.1
Cc1cccc(N(C(=O)c2snc(C(N)=O)c2N)C(C(=O)NCc2ccccc2)c2ccncc2)c1 (stereo not given) | x | x | 9% | i | 0.0 | -1% | x | x | x | 4.0% | x
CC(C)C(CCN1C(=O)c2ccccc2C1=O)c1ccco1 (stereo not given) | 4% | -9.2% | -1% | i | 0.6 | 7% | 12% | -21 | 6 | 2.4% | 1
CNC(=S)N(CCc1c(C)[nH]c2ccc(C)cc12)Cc1ccco1 | -1% | -5.8% | 3% | i | 3.2 | -1% | -2% | 16 | 3 | 1.6% | 1.1
COc1ccc(NC(=S)NCc2ccc3c(c2)cc(C)n3C)cc1 | 11% | -10% | 10% | i | 5.8 | 2% | 15% | 16 | -7 | 5.4% | 1.1
COCCCNc1ncnc2c1cnn2-c1ccc(C)cc1C | -7% | -1.0% | 6% | i | 1.4 | 0% | -1% | -16 | -4 | 2.0% | 1.1
CC1CCCN(S(=O)(=O)c2ccc([N+](=O)[O-])cc2)C1 (stereo not given) | x | x | 0% | i | 0.6 | 4% | x | x | x | 6.7% | x
CCOC(=O)c1cnn(-c2ccccc2)c1NC(=O)c1ccccc1 | 0% | 0.7% | 10% | i | 5.4 | -1% | -1% | 0 | -3 | -0.9% | 1.1
CC(C(=O)NCc1ccccc1)N(Cc1ccccc1Cl)C(=O)c1snc(C(N)=O)c1N (stereo not given) | x | x | 0% | u | x | -2% | x | x | x | 3.0% | x
COc1ccc(NC(=O)NNC(=O)COc2ccc3cc(Br)ccc3c2)c(OC)c1 | x | x | 1% | i | 0.7 | -6% | x | x | x | 1.3% | x
O=C(CC1C(=O)NCCN1CC(c1ccccc1)c1ccccc1)NCCc1cn[nH]c1 (stereo not given) | 15% | -0.1% | 1% | i | 0.4 | -6% | -2% | -9 | 11 | 0.6% | 1.2
CN1C(=O)c2oc3ccc(Br)cc3c(=O)c2C1c1ccncc1 (stereo not given) | -26% | -1.1% | x | x | x | 7% | -31% | x | x | x | 1.2
COc1cc(/C=N/O)ccc1Oc1ccc([N+](=O)[O-])cc1[N+](=O)[O-] | 9% | -17% | 1% | i | 0.1 | 22% | 10% | -5 | 9 | 17% | 1
O=C(NNC(=O)C(c1ccccc1)c1ccccc1)c1ccccn1 | -1% | -3.4% | -13% | u | x | -8% | 10% | -21 | -34 | 0.2% | 1.5
O=C(NNc1cc(C(F)(F)F)ccc1Cl)c1ccc(=O)[nH]c1 | x | x | -8% | i | 0.9 | 3% | x | x | x | 0.6% | x
COC(=O)CCC(=O)NC(=S)Nc1cc(Cl)ccc1Cl | 5% | -2.1% | 21% | i | 6.9 | 2% | 6% | -6 | 5 | 0.5% | 1
Cc1ccc(NC(=O)N(CCC#N)Cc2ccccc2)cc1 | x | x | -7% | i | 0.6 | 7% | x | x | x | 0.3% | x

Next part.
SMILES | human PMI inhibitors | XIAP displacement | PhoP inhibition | Myeloid diff MLP | Myeloid diff MLP GFP+ MAC1+ % | Siah-1 displacement | human PMI inhibition | WT yeast gro inh | WT yeast gro inh mutant strain | RSV antiviral HEp-2 | TNAP activators
COc1ccc(S(=O)(=O)Nc2cccc(-c3ccc(N4CCCCCC4)nn3)c2)cc1OC | x | x | 2% | u | x | 0% | x | x | x | 15% | x
Cc1nn(CCOc2ccccc2Cl)c(C)c1[N+](=O)[O-] | x | x | 11% | i | 0.7 | 5% | x | x | x | 3.2% | x
COc1ccc(NC(=O)CSc2nnc(CCC(=O)O)c(=O)n2N)cc1 | -8% | -1.4% | 6% | i | 0.2 | 15% | 6% | 7 | 15 | 1.6% | 1.5
O=C(CCNS(=O)(=O)c1ccc2[nH]c(=O)oc2c1)Nc1cccc(Br)c1 | x | x | 3% | i | 1.3 | 11% | x | x | x | 3.0% | x
CCCCNC(=O)CS(=O)Cc1nc(-c2cccc(Cl)c2)oc1C (stereo not given) | -9% | -2.4% | 7% | i | 0.5 | 0% | -5% | 11 | 1 | 0.1% | 0.9
O=C(Nc1nc(-c2ccccc2)cs1)c1ccc2c(=O)n3c(nc2c1)CCCCC3 | -1% | -5.6% | -10% | i | 0.2 | 11% | 15% | 12 | 6 | 5.8% | 0.9
COc1cccc(C2CC(c3cccs3)=NN2C(=O)c2ccco2)c1O (stereo not given) | x | x | 6% | i | 1.4 | 2% | x | x | x | 10% | x
CC(C)(C)c1ccc(C(=O)Nc2ccccc2C(=O)NCCN2CCOCC2)cc1 | x | x | 4% | u | x | 3% | x | x | x | 2.3% | x
Cc1nn(C)c(C(=O)N/N=C/c2ccc(-c3ccccc3)cc2)c1Cl | x | x | -1% | i | 1.4 | 5% | x | x | x | 0.5% | x
COc1ccc(NC(=O)CN2CCN(CC#N)CC2)cc1 | x | x | 0% | i | 0.7 | 3% | x | x | x | 0.5% | x
O=C(NCc1nnc(SCC(=O)N2CCOCC2)o1)c1c(F)cccc1F | x | x | -9% | i | 1.7 | -1% | x | x | x | 0.9% | x
CC1(C(=O)O)Cc2ccccc2C(=O)O1 (stereo not given) | 3% | -4.9% | 0% | i | 5.2 | -3% | 9% | 6 | 21 | 0.7% | 1.2
CC(=O)Nc1c2c(nn1-c1cccc(Cl)c1)CS(=O)(=O)C2 | x | x | -8% | i | 0.7 | 1% | x | x | x | 3.0% | x
COc1cc(NC(=O)CN2C(=O)C(c3ccccc3)=NC2(C)C)cc(OC)c1 | 1% | -6.3% | 2% | i | 2.5 | 20% | 0% | -12 | 12 | -0.2% | 1.1
O=C(CSc1nc2ccccc2[nH]1)Nc1ccc(F)c(F)c1 | 5% | -2.5% | 30% | i | 6.8 | -1% | 6% | 3 | -8 | 12% | 1.1
Cc1cc(C)c2c(CC(=O)NN(C)C)coc2c1 | -4% | -4.1% | -5% | i | 0.3 | 0% | -5% | -3 | 9 | 0.4% | 1.1
Cc1cc(=O)oc2c3c4c(cc12)OCCN4CCC3 | 22% | -4.5% | 8% | i | 0.3 | -4% | -10% | -4 | 0 | 4.8% | 1.6
Cc1ccc(N(C(=O)c2csnn2)C(C(=O)NC(C)(C)C)c2cccnc2)cc1C (stereo not given) | -3% | -2.3% | 7% | i | 0.7 | -3% | -4% | 17 | -25 | -0.3% | 1
CC(C)Cn1nc(NC(=O)C(C)(C)C)c2cc3ccccc3nc21 | 6% | 2.2% | 7% | i | 1.7 | 1% | 1% | 0 | 13 | 1.9% | 1.2
CCOc1ccc2ncc(S(=O)(=O)c3ccccc3)c(N3CCN(c4ccc(OC)cc4)CC3)c2c1 | 1% | -7.1% | 7% | i | 0.8 | -3% | -3% | 52 | 18 | 3.3% | 1
COc1cc(S(=O)(=O)N(CCc2ccccc2)Cc2cccs2)ccc1-n1cnnn1 | 1% | -2.2% | -2% | i | 4.1 | 9% | 3% | -12 | -3 | 4.8% | 1.1
S=C(NC12CC3CC(CC(C3)C1)C2)N1CCCC1 | -11% | -2.2% | -12% | i | 1.7 | 1% | -10% | 10 | 21 | 1.3% | 1
COc1ccccc1NC(=O)c1ccc2c(O)c(S(=O)(=O)c3ccccc3)c(=O)[nH]c2c1 | x | x | 0% | i | 3.5 | -2% | x | x | x | 1.0% | x
CCN(CC(=O)NC(C)C)C(=O)C(CCSC)NC(=O)c1cccc(C)c1 (stereo not given) | -1% | -8.9% | 1% | i | 2.6 | -1% | -4% | -2 | 3 | 1.2% | 1.3
COc1ccc(C(=O)Nc2cc(C)on2)cc1 | -9% | -4.5% | 6% | i | 1.9 | 2% | -5% | 9 | 9 | -1.1% | 1.1

Sorted by length of the SMILES (lowest first): part of the list above
SMILES | human PMI inhibitors | XIAP displacement | PhoP inhibition | Myeloid diff MLP | Myeloid diff MLP GFP+ MAC1+ % | Siah-1 displacement | human PMI inhibition | WT yeast gro inh | WT yeast gro inh mutant strain | RSV antiviral HEp-2 | TNAP activators
COc1ccc(C(=O)Nc2cc(C)on2)cc1 | -9% | -4.5% | 6% | i | 1.9 | 2% | -5% | 9 | 9 | -1.1% | 1.1
Cc1cc(=O)oc2c3c4c(cc12)OCCN4CCC3 | 22% | -4.5% | 8% | i | 0.3 | -4% | -10% | -4 | 0 | 4.8% | 1.6
CCN(CC(=O)NC(C)C)C(=O)C(CCSC)NC(=O)c1cccc(C)c1 (stereo not given) | -1% | -8.9% | 1% | i | 2.6 | -1% | -4% | -2 | 3 | 1.2% | 1.3

In the list so far, these contain bromine.
SMILES | human PMI inhibitors | XIAP displacement | PhoP inhibition | Myeloid diff MLP | Myeloid diff MLP GFP+ MAC1+ % | Siah-1 displacement | human PMI inhibition | WT yeast gro inh | WT yeast gro inh mutant strain | RSV antiviral HEp-2 | TNAP activators
N/C(=N\OC(=O)c1ccc(Br)cc1)c1cccc([N+](=O)[O-])c1 | x | x | -7% | i | 0.5 | 14% | x | x | x | 0.4% | x
Oc1c(Br)cc(Br)cc1/C=N/N1CCN(Cc2ccccc2)CC1 | 5% | 0.4% | 9% | i | 0.7 | 8% | -8% | -3 | 3 | 4.9% | 1.1
COc1ccc(NC(=O)NNC(=O)COc2ccc3cc(Br)ccc3c2)c(OC)c1 | x | x | 1% | i | 0.7 | -6% | x | x | x | 1.3% | x
CN1C(=O)c2oc3ccc(Br)cc3c(=O)c2C1c1ccncc1 (stereo not given) | -26% | -1.1% | x | x | x | 7% | -31% | x | x | x | 1.2
O=C(CCNS(=O)(=O)c1ccc2[nH]c(=O)oc2c1)Nc1cccc(Br)c1 | x | x | 3% | i | 1.3 | 11% | x | x | x | 3.0% | x
